Assay outcomes as filed in PubChem BioAssay.
hcGAS inh – Primary biochemical luminescence assay for human cyclic GMP-AMP synthase inhibitors; Q8N884; recombinant h-cGAS, ATP depletion, Kinase-Glo luminescence; 290,000 compounds, 0.081% hits; AID 1259398, 2018; inhibition, % at 12.5 µM;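 also: 0% = vehicle reaction and 100% = reaction without DNA for no activity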
Target sequence (Q8N884 whole entry, looked up): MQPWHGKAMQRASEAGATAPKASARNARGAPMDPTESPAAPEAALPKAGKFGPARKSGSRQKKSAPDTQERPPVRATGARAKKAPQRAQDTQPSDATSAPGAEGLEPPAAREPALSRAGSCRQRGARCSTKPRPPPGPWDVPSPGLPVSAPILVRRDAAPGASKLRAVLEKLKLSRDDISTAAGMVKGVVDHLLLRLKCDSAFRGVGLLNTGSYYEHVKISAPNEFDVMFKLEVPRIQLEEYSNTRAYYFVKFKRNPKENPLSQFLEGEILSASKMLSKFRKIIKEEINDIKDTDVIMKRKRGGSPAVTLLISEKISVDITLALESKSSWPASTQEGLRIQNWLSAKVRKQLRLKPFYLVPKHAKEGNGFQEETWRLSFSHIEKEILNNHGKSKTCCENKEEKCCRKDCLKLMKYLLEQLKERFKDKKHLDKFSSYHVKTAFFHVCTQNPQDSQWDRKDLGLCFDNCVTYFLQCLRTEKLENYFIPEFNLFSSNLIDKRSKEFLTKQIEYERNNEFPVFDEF
NPYLR7 ag – agonists of mosquito NPYLR7 receptor, primary screen, cell-based, Aedes aegypti, calcium fluorescence, mosquito biting behavior; Aedes aegypti neuropeptide Y-like receptor 7 (NPYLR7); HEK293T NPYLR7/Galpha15, GCaMP6s calcium fluorescence; activation, % at 10 µM; 270,000 compounds, 0.15% hits; in the data active = activation above about 40%;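 also: 0% = vehicle and 100% = reference agonist at the receptor; some compounds past the cut are filed as inactive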
mcGAS lum – cyclic GMP-AMP synthase inhibitors, mouse, primary biochemical chemiluminescence; AID 1259399, 2018; 160,000 compounds, 0.15% hits; inhibition, % at 12.5 µM; recombinant cGAS, Kinase-Glo ATP depletion luminescence; Q8C6L5;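 also: 0% = negative control wells and 100% = reference inhibitor with no enzyme activity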
An asterisk follows results filed as active; nt = no result given; & = joins results of further samples. Rule as the data show it, unless noted: active = inhibition above about 40%; inactive = the rest.

SMILES | hcGAS inh | NPYLR7 ag | mcGAS lum
Cc1ccc(C#N)c(SCC(=O)c2ccccc2)n1 | -3 | 3 | -4
CC1(C(=O)Nc2cccc(NS(C)(=O)=O)c2)CCN1Cc1cc2ccccc2o1 (centres undefined) | -7 | 14 | nt
CN1[C@@H]2CCC[C@H]1CC(NC(=O)c1nn(C)c3ccccc13)C2 (some centres undefined) | -1 | -1 | nt
Clc1ccccc1-c1cc(C2CCN(CC3CCOC3)CC2)[nH]n1 (centres undefined) | -4 | -4 | -2
O=C(NC1CCN(c2ccccc2C(=O)NCc2ccco2)CC1)c1cccc(Br)c1 | -4 | 0 | -3
O=C(NCCNc1nc(-c2ccc(F)cc2)nc2ccccc12)C1CC1 | -2 | 8 | -3
CCn1c2c(=O)n(C)c(=O)n(C)c2n2c(-c3cc(Br)ccc3OC)nnc12 | -4 | 8 | nt
CCCCS(=O)(=O)N(C)CC(=O)Nc1cc(C)on1 | -5 | 3 | -19
Cc1ccsc1CN1CCC(=O)N(CC2CC2)C(C(C)C)C1 (centres undefined) | -8 | 0 | nt
Cc1ccc(-c2cnnc(NCCC(c3ccccc3)c3ccco3)n2)o1 (centres undefined) | -9 | 11 | nt
CC(=O)Nc1ccc(Nc2c(C)c(C)nc3c(-c4ccccc4)cnn23)cc1 | -10 | 6 | -8
COc1ccc(-c2cc(C(=O)Nc3ccccc3OC)c3cc(C)ccc3n2)cc1 | 2 | -6 | -1
CN(C)c1ccc(NC(=O)C2CC2)cc1CN(C(=O)c1ccc(F)cc1)C1CC1 | -6 | 6 | -5
COc1ccc(C(=O)Nc2c(-c3ccccc3C)nc3cc(C)ccn23)cc1 | -7 | -1 | -7
CC1Cc2cc(S(N)(=O)=O)ccc2N1Cc1ccccc1F (centres undefined) | -11 | 7 | nt
CCOC(=O)c1cc(C(O)(C(=O)OC)C(F)(F)F)c(N)o1 (centres undefined) | -2 | -1 | nt
Cc1coc2c1C(=O)C(=O)c1c-2ccc2c(C)cccc12 | 12 | -9 | 18
Oc1ccc(C2=CCN(c3nnc(Br)s3)CC2)cc1 | 9 | -27 | nt
NC(=O)C1CCCN1c1nc(-c2cccs2)nc2ccccc12 (centres undefined) | -5 | -6 | -12
Cc1nc(SCC(=O)N(CC(C)C)C2CCS(=O)(=O)C2)c2c(C)c(C)sc2n1 (centres undefined) | -9 | 0 | -5
CCOC(=O)N(C)c1c(CC)nc2ccc(C(=O)NCCCn3ccnc3)cn12 | 1 | 1 | 0
CNC(=O)c1sc(CN2CCOCC2)nc1C | -20 | -1 | nt
CCCCOCCOCC(=O)N1CCC(n2nc(C(C)C)cc2C(C)C)CC1 | -2 | -2 | -4
CC(C)C(=O)Nc1c2c(nn1C(C)(C)C)CSC2 | -5 | -5 | -7
O=S(=O)(c1ccccc1Cl)N1CCC(CCc2ccccc2)CC1 | -6 | 9 | -7
CC(=O)c1ccc(S(=O)(=O)N2CCN(C(=O)CCC(C)C)CC2)cc1 | -3 | -1 | -4
O=C1NCCN(C2CCCC2)C1CC(=O)N1CCN(C(=O)c2ccco2)CC1 (centres undefined) | -9&-3 | 1&1 | nt
CCOC(=O)[C@@H]1CCCC[C@H]1NC(=O)/C=C/c1ccc2c(c1)OCO2 | -1 | -18 | -3
COC(=O)[C@@H](NC1CCN(c2ccc(NS(=O)(=O)c3ccccc3)cc2)CC1)c1ccccc1 | -6 | 33 | -12
CC(C)c1cc(C(=O)N(C)Cc2nccn2Cc2ccccc2)no1 | -1 | 26 | -14

A second format for part of the listing above:
NC(=O)C1CCCN1c1nc(-c2cccs2)nc2ccccc12 (centres undefined)
  hcGAS inh: -5	NPYLR7 ag: -6	mcGAS lum: -12

Cc1nc(SCC(=O)N(CC(C)C)C2CCS(=O)(=O)C2)c2c(C)c(C)sc2n1 (centres undefined)
  hcGAS inh: -9	NPYLR7 ag: 0	mcGAS lum: -5

CCOC(=O)N(C)c1c(CC)nc2ccc(C(=O)NCCCn3ccnc3)cn12
  hcGAS inh: 1	NPYLR7 ag: 1	mcGAS lum: 0

(cont.)
SMILES | hcGAS inh | NPYLR7 ag | mcGAS lum
CCC1CN(Cc2cnc(OC)nc2)CCC(=O)N1Cc1ccccc1 (centres undefined) | -4 | 8 | nt
CN(Cc1ccccc1)c1nc(-c2cccc(C(F)(F)F)c2)nc2ccccc12 | -3 | 5 | -5
Cc1nnc(SCC(=O)NC(=O)NC2CCCCC2)n1C1CCCCC1 | -1 | 2 | -2
COC(C)c1ccc(-c2cc(C(=O)N3CCCCC3)ccn2)cc1 (centres undefined) | 4 | -5 | nt
CC1C(=O)N(c2ccc(F)cc2F)CCN1S(=O)(=O)c1ccccc1 (centres undefined) | 1 | -2 | -5
Cc1cc(C)nc(SCc2csc(-c3c(F)cccc3F)n2)n1 | -6 | 1 | -6
CCCc1[nH]n(-c2ccc(F)cc2)c(=O)c1C1=C([n+]2ccccc2)C(=O)N(c2ccccc2)C1=O | 1 | -7 | 0
O=S(=O)(c1ccccc1)N1CCN(Cc2ccc(C(F)(F)F)cc2)CC1 | 2 | 1 | -3
CCc1ccc(OCc2ccccc2C(=O)Nc2ccc3nc(C)cc(N)c3c2)cc1 | -5&-1 | 0&-10 | -3
O=C(NCC1CCCN(CC#Cc2ccccc2)C1)c1ccc(F)cc1 (centres undefined) | -8 | 5 | nt
COCCCN(CC(=O)N(CCc1c[nH]c2ccccc12)Cc1ccc(C(F)(F)F)cc1)C(=O)Nc1ccccc1F | 10 | -3 | -4
O=C(CSc1nc(=O)n(CCCO)c2c1CCCC2)Nc1ccc2c(c1)OCO2 | -5 | 3 | -5
COc1ccc(-n2nc(-c3ccc(Cl)cc3)cc2NC(=O)c2cc(F)cc(C(F)(F)F)c2)cc1 | -3 | 22 | -6
O=C(NC1CCN(c2ccccc2C(=O)NCC2CCCCC2)CC1)c1cccs1 | -9 | 19 | -7
COCCOc1ccc(-n2nc(C)c(C(=O)O)n2)cc1 | -5 | 0 | -16
Brc1ccc2nc(Nc3ccccn3)nc(-c3ccccc3)c2c1 | -4 | 21 | -5
CC1c2ccsc2CCN1C(=O)C1CCN(S(=O)(=O)c2ccccc2)CC1 (centres undefined) | -9 | 25 | nt
Cc1nc2ccc(CC(=O)N3CCCC(c4ccn[nH]4)C3)cc2[nH]1 (centres undefined) | -5 | 1 | -19
COc1ccc(C(=O)NCc2cccnc2N2CCOCC2)cc1F | -14 | 15 | nt
NC1=NC(c2c(O)ccc3ccccc23)C=NN1 (centres undefined) | -3 | 6 | -1
CC1CN(C(c2cccs2)C2Sc3ncnn3C2=O)CC(C)O1 (centres undefined) | 2 | 6 | -5
O=C(O)c1cccc(-c2nccnc2NCc2cccc([N+](=O)[O-])c2)c1 | -3 | -5 | -4
COc1ccc(C=NNC(=O)Cn2nnc3ccccc32)cc1OC | 0 | -7 | nt
O=c1cc(CN2CCC3(CC2)c2ccccc2CC3O)nc2c(O)cccn12 (centres undefined) | -2 | 3 | -5
COc1cccc(OC)c1C(=O)Nc1c(C)nc2ccccn2c1=O | -5 | -2 | nt
CCC(OC1CCCC1)C(=O)Nc1cccc(C)c1C(=O)NC (centres undefined) | -15 | 5 | nt
COC(=O)CNC(c1ccccc1)c1cc(C)ccc1NC(=O)c1cccc(Cl)c1 (centres undefined) | -8 | -9 | -7
C(=NC12CC3CC(CC(C3)C1)C2)c1ccco1 | 0 | -2 | -3
CC(C)C(NC(=O)CCCNC(=O)c1ccccc1)c1ccccn1 (centres undefined) | 8 | 2 | nt
CCCNC(=O)CCCn1ncn2c(cc3occc32)c1=O | 8 | -3 | 0
CCOc1cc(/C=C2/SC(N)=NC2=O)cc([N+](=O)[O-])c1O | -4 | 7 | -3
O=C(NC1CCN(Cc2ccccc2)CC1)c1cncn1-c1cccc(-c2cccc3c2sc2ccccc23)c1 | 3 | -1 | 0
CCCCCCN1CC2(CCN(C(=O)c3ccn(C)n3)CC2)OC1=O | -13 | nt | -6
CC1CCc2c(sc3nc(-c4ccc(N(C)C)cc4)nc(Cl)c23)C1 (centres undefined) | -3 | -10 | nt
COc1cc(NCCn2nnc3ccccc32)ncn1 | -2 | 12 | nt
CC1(C)NC(=O)N=C1NC(=O)c1ccnc(Cl)c1 | -6 | 0 | -15
COc1ccc(C(C)=O)cc1CN1C(=O)C(C)ON=C1c1ncccc1C (centres undefined) | -5 | 7 | nt
CCc1cn[nH]c1C1CCN(C(=O)c2cn3cccc(C)c3n2)CC1 | -4 | 15 | nt
CCCCCN(CC(=O)Nc1cc(C(C)(C)C)nn1-c1ccc(Cl)c(Cl)c1)C(=O)COc1ccc(Cl)cc1 | -3 | -1 | -6
CC(NC(=O)OCc1ccccc1)C(=O)N1CCOC(COc2cccc(C(F)(F)F)c2)C1 (centres undefined) | 4 | 4 | nt
O=C1CCN(C(=O)c2ccc(Oc3ccccc3Br)nc2)CCN1 | -1 | 7 | -15
CCCN1CCC(NC(=O)CC(c2ccccc2)c2ccccc2C)CC1 (centres undefined) | -10 | 14 | nt
Cc1ccc(S(=O)(=O)N(C)C)cc1NC(=O)c1cccc2ncccc12 | -5 | 2 | -17
COCCn1c(=O)n(CC(=O)N2CCCCCC2)c2cc(C(=O)O)ccc21 | -8 | 10 | -18
COC(=O)[C@@H]1C[C@@H](O)CN1C(=O)CCNC(=O)c1ccc(F)cc1 | 0 | 2 | nt
CC1CCN(C2=C(c3c(-c4ccccc4)[nH]n(C)c3=O)C(=O)N(Cc3ccc(F)cc3)C2=O)CC1 | -1 | 5 | 1
Cn1c(=NN=C2CCCCC2=O)sc2ccccc21 | 3 | 7 | 2
CCOC(=O)N1CCN(C(=O)CSc2ccc(-c3ccc(CC)cc3)nn2)CC1 | -6 | -4 | -6
Cc1cc(O)c(C(c2ccccc2Cl)c2c(O)cc(C)[nH]c2=O)c(=O)[nH]1 | -6 | 1 | -7
CC(Oc1ccc2c(c1)OCO2)C(=O)Nc1cc(Cl)cc(Cl)c1 (centres undefined) | -11 | -24 | nt
CCC(C(=O)N(Cc1ccccn1)C1CC1)n1cc(C(C)=O)c2ccccc21 (centres undefined) | -1 | 4 | -14
Cn1cnnc1-c1ccc(NS(=O)(=O)c2ccccc2F)cc1 | -7 | 2 | -16
CCN1CCN(C(=O)CCN(CCOC)c2nc(-c3cccc(Br)c3)nc3ccccc23)CC1 | -8 | 3 | -3
COc1cc(C(=O)N2CC3C[C@@H]4CC2C[C@H](C3)C4)nc(OC)n1 | -1 | 2 | nt
Cc1cccc(-n2ncc3c(=O)[nH]c(-n4nc(C)cc4NC(=O)C(C)Oc4ccccc4)nc32)c1 (centres undefined) | -3 | nt | -6
O=C(Cn1cnc([N+](=O)[O-])n1)NCCc1ccccc1 | -7 | -8 | -7
O=C(OCc1nc2ccsc2c(=O)[nH]1)C12CC3CC(CC(Cl)(C3)C1)C2 | -4 | 9 | nt
O=C(c1cccs1)N(CC(=O)N1CCc2sccc2C1COc1ccc(Cl)cc1)CC1CCCO1 (centres undefined) | -3 | -1 | -5
CC(=O)Nc1cccc(/C(C)=N\Nc2ccc(S(=O)(=O)N3CCCC3)cc2[N+](=O)[O-])c1 | -1 | -6 | -1
CCN(CC)C(=O)Oc1ccc2c(ccn2Cc2c(F)cc(F)cc2F)c1-c1cc(C)cc(C)c1 | 0 | 10 | -6
CC(C)c1ccc(-c2cc(N3CCN(C)CC3)nc(N)n2)cc1 | 2 | 1 | 0
CN(C)CCCOc1ccc(-c2nnc3ccc(-c4ccc(CO)cc4)cn23)cc1 | -5 | 7 | -6

Of the compounds above, these have an aryl methoxy group.
SMILES | hcGAS inh | NPYLR7 ag | mcGAS lum
CCn1c2c(=O)n(C)c(=O)n(C)c2n2c(-c3cc(Br)ccc3OC)nnc12 | -4 | 8 | nt
COc1ccc(-c2cc(C(=O)Nc3ccccc3OC)c3cc(C)ccc3n2)cc1 | 2 | -6 | -1
COc1ccc(C(=O)Nc2c(-c3ccccc3C)nc3cc(C)ccn23)cc1 | -7 | -1 | -7
CCC1CN(Cc2cnc(OC)nc2)CCC(=O)N1Cc1ccccc1 (centres undefined) | -4 | 8 | nt
COc1ccc(-n2nc(-c3ccc(Cl)cc3)cc2NC(=O)c2cc(F)cc(C(F)(F)F)c2)cc1 | -3 | 22 | -6
COc1ccc(C(=O)NCc2cccnc2N2CCOCC2)cc1F | -14 | 15 | nt
COc1ccc(C=NNC(=O)Cn2nnc3ccccc32)cc1OC | 0 | -7 | nt
COc1cccc(OC)c1C(=O)Nc1c(C)nc2ccccn2c1=O | -5 | -2 | nt
COc1cc(NCCn2nnc3ccccc32)ncn1 | -2 | 12 | nt
COc1ccc(C(C)=O)cc1CN1C(=O)C(C)ON=C1c1ncccc1C (centres undefined) | -5 | 7 | nt
COc1cc(C(=O)N2CC3C[C@@H]4CC2C[C@H](C3)C4)nc(OC)n1 | -1 | 2 | nt
